EP2 mod – EP2 receptor modulators, cAMP readout, primary screen, cell-based, HTRF cAMP, PGE2 stimulation. hit rate 0.83% among 260,000. Prostaglandin E2 receptor EP2 subtype (Homo sapiens), P43116. AID 940, 2007. EP2-expressing cells, cAMP HTRF FRET, PGE2 co-stimulation. induction, % at 25 µM;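 active means compounds whose cAMP rise, as percent of the full-agonist control response, exceeds 60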;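 further: rat C6 glioma line stably carrying human EP2 under a CMV promoter; the protocol text gives 20 µM as final concentration; 100% = response of wells given 1 µM PGE2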
Target sequence (P43116 whole entry, looked up): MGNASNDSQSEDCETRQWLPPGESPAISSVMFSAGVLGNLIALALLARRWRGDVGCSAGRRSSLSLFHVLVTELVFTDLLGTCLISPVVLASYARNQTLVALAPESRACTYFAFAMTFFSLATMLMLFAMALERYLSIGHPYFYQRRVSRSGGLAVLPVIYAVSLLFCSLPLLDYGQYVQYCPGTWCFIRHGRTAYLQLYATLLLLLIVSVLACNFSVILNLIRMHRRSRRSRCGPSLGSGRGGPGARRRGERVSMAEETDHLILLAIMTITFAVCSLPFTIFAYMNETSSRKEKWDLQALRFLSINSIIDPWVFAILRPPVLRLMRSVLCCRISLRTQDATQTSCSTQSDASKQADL
Active calls of the source: *. Only part of the results is shown; the hit share may differ from the screen's.

SMILES | EP2 mod
CN(C(=O)[C@H]1C[C@@H](c2ccc(F)cc2)NS(=O)(=O)N1C)C1CCCCC1 | -72.1
COC(=O)Cn1c(C)nc2ccccc2c1=O | 6.8
CC(=O)C[n+]1cccc(C)c1 | 12.7
CC(NC(=O)CCCSc1nc(-c2ccco2)cc(C(F)(F)F)n1)c1ccccc1 (stereo unspecified) | -125.2
O=C(NCc1ccncc1)c1cn(Cc2ccc(F)cc2)nn1 | -8.4
COc1ccc(C(C(=O)NC2CCCC2)N(C(=O)c2ccco2)c2cc(C)ccc2C)cc1OC (stereo unspecified) | 0.1
COc1cc(/C=C\c2nc(O)c([N+](=O)[O-])c(=O)[nH]2)cc(OC)c1 | -10.8
CCN1CCCC1CN(Cc1cc2cc3c(cc2[nH]c1=O)OCCO3)C(=O)NC1CCCCC1 (stereo unspecified) | -31.9
O=C(CSc1nnc2c3ccccc3nc(C3CCCCC3)n12)N1CCOCC1 | 0.1
Cc1cccc2cc(CN(Cc3ccco3)C3(c4nnnn4C4CCCCC4)CCCC3)c(=O)[nH]c12 | 42.7
COc1cc(S(=O)(=O)N2CCN(C)CC2)ccc1F | -26.9
Cc1ccc2cc(C#N)c(SCC(=O)Nc3ccccc3C(F)(F)F)nc2c1C | 27.7
Cc1ccc(CN(CCCn2ccnc2)Cc2ccc(Cl)c(Cl)c2)o1 | 39.0
Cc1cc2c(s1)c1cnn(CC(=O)N3CCCCC3)c(=O)c1n2C | -44.4
COc1cccc(C(=O)NCc2ccc3c(c2)OCO3)c1OC | -4.8
O=C(Cc1n[nH]c(=O)c2ccccc12)N1C2CCC1CC(c1ccc(F)cc1)C2 (stereo unspecified) | -30.9
COc1cc(S(=O)(=O)N2CC=C(c3ccc(F)cc3)CC2)ccc1-n1cnnn1 | -96.2
CCOc1ccc(NC(=S)N(CCO)Cc2cc3c(C)ccc(C)c3[nH]c2=O)cc1 | -89.1
Cn1c(=O)c2[nH]c(CCCCc3nc4ccccc4[nH]3)nc2n(C)c1=O | -1.1
Cc1ccc2[nH]c(=O)c(CN(Cc3cccs3)Cc3nnnn3C3CCCC3)cc2c1 | 75.1*
O=C(Nc1cc(C(F)(F)F)ccc1Cl)C1CCN(C(=O)c2cccs2)CC1 | -8.7
CCCn1ncc(CN2C[C@@H]3CCCN3C[C@H]2Cc2ccccc2)c1C | 1.2
Cc1cc(C)c2cc(CN(Cc3nnnn3C(C)(C)C)CC3CCCO3)c(=O)[nH]c2c1 (stereo unspecified) | -26.3
COCCCNC(=O)c1c(NC(=O)c2ccccc2)sc2c1CCCC2 | 65.1*
CC1=C([N+](=O)[O-])C(c2ccc(Cl)cc2)NC(=O)N1C (stereo unspecified) | 30.7

(further entries)
SMILES | EP2 mod
Cc1cc(-c2cn[nH]c2C2CCCN(C(=O)c3ccc4c(c3)OCCO4)C2)on1 (stereo unspecified) | 17.3
CCCn1c(SCC(=O)NCCc2ccccc2)nnc1-c1ccoc1C | 7.0
Cc1nn(C)c(C)c1NC(=O)Cn1nc2c3ccccc3nc(C3CC3)n2c1=O | -7.3
CC(CN1CCN(C)CC1)OC(=O)COc1ccc(F)cc1 (stereo unspecified) | 14.2
COc1nc(C)nc(NC(=O)COc2ccc(Cl)cc2C)n1 | -0.4
O=c1[nH]c2cc3c(cc2cc1CN(Cc1ccco1)C(=S)Nc1ccccc1)OCCO3 | -36.1
CC(C)(C)C(=O)[C@H]([C@@H](c1ccccc1)N1CCOCC1)N1CCOCC1 | 29.8
Cc1ccc(C(=O)N2CCc3ccccc3C2)c(F)c1F | -7.9
CC1Cc2ccccc2N1C(=O)CSc1nnc(-c2cccnc2)n1C (stereo unspecified) | -2.1
C[C@H](Cn1nnc2ccccc21)NC(=O)c1cscn1 | -7.1
COCC(=O)N(Cc1cc2cc(C)ccc2[nH]c1=O)c1cccc(C)c1C | 24.6
O=C(Nc1ccc(S(=O)(=O)N2CCCCCC2)cc1)C1COc2ccccc2O1 (stereo unspecified) | -79.7
Cc1nc2c(-c3ccc(F)cc3)c(C)nn2c(NCc2cccnc2)c1C | -43.4
Cc1noc(C)c1CCC(=O)N1CCN(Cc2ccccc2F)C[C@@H]1C(C)C | -4.9
CCC(=O)Nc1ccc(NC(=O)CSc2nc(C3CC3)nc3sc4c(c23)CCCC4)cc1C | -12.8
Cc1cccc2cc(CN(Cc3ccc(F)cc3)C(=O)c3ccncc3)c3nnnn3c12 | 3.7
COc1cc(N)cc(-n2nnnc2C)c1 | 1.5
COc1ccccc1C1(NCc2cncn2Cc2ccccc2)CCCC1 | -24.1
CCCn1c(SCC(=O)NNC(=O)C(C)C)nc2c1c(=O)n(C)c(=O)n2C | 1.9
CCOc1ccc(NC(=S)N(Cc2ccco2)Cc2cc3cccc(C)c3[nH]c2=O)cc1 | -9.3
CCCC(=O)NNc1nc2c(c(=O)n1C1CCOC(C)(C)C1)C1(CCCCC1)Cc1ccccc1-2 (stereo unspecified) | 45.3
CCc1nnc(NC(=O)c2c(C)cc(C)cc2C)s1 | -38.9
CCn1cc(C(=O)NCCc2ccccc2C)c(=O)c2ccc(C)nc21 | -9.8
COc1ccc2nc(SCC#N)c(C#N)cc2c1 | -14.4
CC(C)OC(=O)c1ccc2c(c1)no[n+]2[O-] | -43.1

(further entries)
SMILES | EP2 mod
CC(C)NC(=O)C1CCN(S(C)(=O)=O)CC1 | 8.7
CN(Cc1cc(Br)cc(Br)c1N)C1CCCCC1 | 40.7
CC1(C)Cc2c(sc3nc(NN)[nH]c(=O)c23)CO1 | -6.1
O=C(CN1C(=O)c2ccccc2S1(=O)=O)NCCSCc1cccc(Cl)c1 | -86.5
O=C1NC2(CCN(C(=O)CN3C(=O)COc4ccccc43)CC2)Oc2ccccc21 | -50.2
COC(=O)c1c(NC(=O)c2cccs2)sc(C(=O)Nc2cccc(Cl)c2C)c1C | 1.9
Cc1ncsc1C(=O)N[C@H](C)Cn1nnc2ccccc21 | -6.5
Cc1nn(CC(=O)NC2CCCC2)c(=O)c2cc3sccc3n12 | 1.6
CCOC(=O)c1sc(NC(=O)CSc2ccc(-c3nc4ccccc4[nH]3)cn2)c(C#N)c1C | -50.2
O=C(c1cn(C[C@@H]2CCCN(C(=O)c3ccco3)C2)nn1)N1CCOCC1 | 0.1
COCCNC(=O)c1cc(-c2ccc(Cl)cc2Cl)on1 | -54.0
Cc1ccc(N(C(=O)Cn2nnc3ccccc32)C(C(=O)NCC2CCCO2)c2cccs2)cc1 (stereo unspecified) | 6.5
CN(C)CCNS(=O)(=O)c1ccc2c(c1)oc(=O)n2C | -59.7
Cc1ccc2c(c1)nnn2C1CCN(S(=O)(=O)c2ccc(Cl)cc2)CC1 | -31.3
CCn1cc(C(=O)N2CCC(C(=O)c3nccs3)CC2)cn1 | -31.2
Cc1nn2c(NCCCN3CCOCC3)c3c(nc2c1-c1cccs1)CCC3 | -10.8
CCC(C)(C)n1nnnc1C(c1ccccc1F)N1CCN(c2ccc(OC)cc2)CC1 (stereo unspecified) | 24.8
CCn1c2cc(C)oc2c2cnn(C(C)C(=O)NCc3ccncc3)c(=O)c21 (stereo unspecified) | -7.8
Cc1cc(C(C)(C)C)cc(CNC2CCCCC2)c1O | -11.3
Cc1nc(SCC(=O)Nc2ccc(S(=O)(=O)N(C)C)cc2)c2c(C)c(C)sc2n1 | -12.0
Cc1ccc2[nH]c(=O)c(CN(Cc3nnnn3Cc3ccc(F)cc3)C3CCCC3)cc2c1 | 2.3
CCCC(=O)N1CCC[C@@H](Cn2nc(-c3cccs3)ccc2=O)C1 | -38.8
CC(C)Oc1ccc(C(=O)Nc2ccc(NC(=O)c3ccco3)cc2)cc1 | -2.8
O=C1C=CC(=O)c2c(O)c(Cl)c(Cl)c(O)c21 | -19.7
COc1ccc(Cl)cc1C(=O)Nc1ccc(O)c(-c2nc3cc(C)ccc3o2)c1 | 6.4

Looked up above:
Cc1nc(SCC(=O)Nc2ccc(S(=O)(=O)N(C)C)cc2)c2c(C)c(C)sc2n1 in EP2 mod reads -12.0
Cc1ccc2c(c1)nnn2C1CCN(S(=O)(=O)c2ccc(Cl)cc2)CC1 in EP2 mod reads -31.3

Later entries
SMILES | EP2 mod
O=C(CN1C(=O)c2cccc3cccc1c23)Nc1ccccc1C(=O)NC1CCCCC1 | 76.1*
CCCC(c1nnnn1C(C)(C)C)N(Cc1ccco1)Cc1cc2cc(C)ccc2[nH]c1=O (stereo unspecified) | 66.1*
Cc1ccccc1CN(CCCn1ccnc1)Cc1ccc2c(c1)CCO2 | -26.8
CCSc1nc2c(c(=O)[nH]c(=O)n2C)n1CC(O)COc1ccc(Cl)cc1 (stereo unspecified) | -1.4
CNC(=S)N(Cc1cc2cc3c(cc2[nH]c1=O)OCO3)C1CCCCC1 | -11.4
COc1ccc(C(NC(=O)C2CC2)c2nccn2C)cc1OC (stereo unspecified) | 6.5
COc1ccccc1C(N)c1nccn1C (stereo unspecified) | 13.4
CC(=O)N1CCCc2cc(C(O)CN3CCC(C)CC3)ccc21 (stereo unspecified) | -43.6
CC(=O)N1CCCCC1C12CC3CC(CC(C3)C1)C2 (stereo unspecified) | 48.1
O=C1Nc2ccccc2C1=Nc1cccc2ncccc12 | -17.3
COc1ccc2cc(C(=O)N3CCC[C@H]3[C@H](O)c3nc4ccccc4s3)[nH]c2c1 | -97.2
N[C@@H](Cc1cc(I)c(Oc2cc(I)c(O)c(I)c2)c(I)c1)C(=O)O | 27.4
Cc1cccc(Cn2c(SCC(O)CO)nc3c2c(=O)[nH]c(=O)n3C)c1 (stereo unspecified) | 10.4
Cc1ccc(C(=O)NCCCCNC(=O)c2ccc(C)nc2)cn1 | 16.7
COc1ccc(CC(=O)N2C3CCC2CC(O)(c2ccco2)C3)cc1 (stereo unspecified) | 1.9
O=C(Nc1scc(-c2ccccc2)c1C(=O)O)c1cccs1 | -139.2
Cn1c(=O)[nH]c(=O)c2c1nc(NN)n2Cc1ccc(Cl)cc1 | -60.2
Cc1occc1-c1nnc(SCC(=O)NC(C)(C)C)n1-c1ccc(F)cc1 | 14.5
Cc1ccc2ccccc2c1NC(=O)CN1CCN(C(=O)c2ccco2)CC1 | 0.7
CCCCn1cnc2c(SC)ncnc21 | 10.8
CN1CCN(S(=O)(=O)c2cc(C(F)(F)F)ccc2Cl)CC1 | -7.2
O=C(NC1CCCC1)c1cc2nc(-c3ccco3)cc(C(F)(F)F)n2n1 | -24.1
CCCC1C2CN(Cc3ccccc3)CC=C2C(C#N)=C(N)C1(C#N)C#N (stereo unspecified) | -64.7
O=C(CSc1ncnc2sc3c(c12)CCCC3)N1CCCCC1 | -118.7
CC(=O)c1cccc(S(=O)(=O)N(Cc2ccco2)Cc2cc3cc4c(cc3[nH]c2=O)OCCO4)c1 | -68.1

Of the compounds above, two have a COOH group.
SMILES | EP2 mod
N[C@@H](Cc1cc(I)c(Oc2cc(I)c(O)c(I)c2)c(I)c1)C(=O)O | 27.4
O=C(Nc1scc(-c2ccccc2)c1C(=O)O)c1cccs1 | -139.2

(more compounds)
SMILES | EP2 mod
Cc1cc(C)nc(Nc2ccc(Br)cc2C(=O)O)n1 | -1.4
COc1ccc(C(=O)Nc2nnc(C(C)(C)C)s2)c(OC)c1 | -13.3
COc1cc(OC)c(S(=O)(=O)NCc2ccccn2)cc1NC(C)=O | 5.9
N#CCn1nnc(-c2ccc(C(F)(F)F)cc2)n1 | -24.0
CCC(=O)N(Cc1ccc(Cl)cc1)Cc1cc2cc(C)ccc2[nH]c1=O | -47.3
COc1cccc(CN2CCN(C(=O)c3sc(C)nc3C)[C@@H](C)C2)c1 | -1.4
Cc1ccc(C(=O)C2=C(O)C(=O)N(CCc3ccccc3)C2c2cccs2)o1 (stereo unspecified) | 38.0
Cc1[nH]nc2c1C(c1ccc(-c3cccc(Cl)c3Cl)o1)C(C#N)=C(N)O2 (stereo unspecified) | -80.2
Cc1cccc(CCNS(=O)(=O)c2ccc(S(=O)(=O)N3CCCCCC3)cc2)c1 | 12.2
O=C(NCCNC1CCCCCC1)c1ccco1 | -34.8
CCc1ccc2[nH]c(=O)c(CN(Cc3ccco3)Cc3nnnn3Cc3ccco3)cc2c1 | -1.9
COc1ccccc1NC(=O)NCc1ccc(N2CCCC2=O)cc1 | -17.7
COc1ccc(NC(=O)Cn2cc(C(=O)C3CC3)c3ccccc32)cc1 | 7.8
CCOc1ccc(C2C(C(=O)Nc3ccccc3OC)=C(C)Nc3ncnn32)cc1OCC (stereo unspecified) | 8.6
COc1cccc(C(=O)CSc2nnc3c4c(C)c(C)sc4nc(C(C)C)n23)c1 | -2.4
COC(=O)c1c(NC(=O)C2COc3ccccc3O2)sc2c1CCC2 (stereo unspecified) | -26.4
O=C(Cn1cnc([N+](=O)[O-])n1)NCCC1=CCCCC1 | 14.8
Cc1ccc(C2(O)CCN(Cc3cc(Cl)c4c(c3)OCO4)CC2)cc1 | -70.0
CC1CC(C)CN(c2nc3c(c(=O)[nH]c(=O)n3C)n2CCCSc2ncccn2)C1 (stereo unspecified) | -14.7
COCC(=O)N(Cc1cc2cc(C)ccc2[nH]c1=O)c1ccc(C)c(C)c1 | -17.2
CCOC(=O)CCc1c(C)nc2c(-c3ccccc3)c(C)[nH]n2c1=O | 9.5
CCN(CC)c1ccc2c(c1)OC(N)=C(C#N)C2c1ccccc1 (stereo unspecified) | -36.0

Entries shown so far with two or more sulfur atoms (9):
SMILES | EP2 mod
CCC(=O)Nc1ccc(NC(=O)CSc2nc(C3CC3)nc3sc4c(c23)CCCC4)cc1C | -12.8
O=C(CN1C(=O)c2ccccc2S1(=O)=O)NCCSCc1cccc(Cl)c1 | -86.5
COC(=O)c1c(NC(=O)c2cccs2)sc(C(=O)Nc2cccc(Cl)c2C)c1C | 1.9
CCOC(=O)c1sc(NC(=O)CSc2ccc(-c3nc4ccccc4[nH]3)cn2)c(C#N)c1C | -50.2
Cc1nc(SCC(=O)Nc2ccc(S(=O)(=O)N(C)C)cc2)c2c(C)c(C)sc2n1 | -12.0
O=C(Nc1scc(-c2ccccc2)c1C(=O)O)c1cccs1 | -139.2
O=C(CSc1ncnc2sc3c(c12)CCCC3)N1CCCCC1 | -118.7
Cc1cccc(CCNS(=O)(=O)c2ccc(S(=O)(=O)N3CCCCCC3)cc2)c1 | 12.2
COc1cccc(C(=O)CSc2nnc3c4c(C)c(C)sc4nc(C(C)C)n23)c1 | -2.4

From PubChem BioAssay
